High-throughput results deposited in PubChem BioAssay by several laboratories.
CHRM5 antagonist – CHRM5 antagonism in calcium assay. AID 624040. CHO-hM5 cells, Fluo-8 calcium fluorescence, ACh EC80. 360,000 compounds, 0.59% hits. P08912. inhibition, % at 3 µM;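 active = inhibition above a per-plate cutoff, the mean of that plate's test compounds plus 3 SD, cut at about 27% in these data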;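 also: 0% = acetylcholine EC80 with DMSO and 100% = DMSO without agonist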
Target sequence (P08912 whole entry, looked up): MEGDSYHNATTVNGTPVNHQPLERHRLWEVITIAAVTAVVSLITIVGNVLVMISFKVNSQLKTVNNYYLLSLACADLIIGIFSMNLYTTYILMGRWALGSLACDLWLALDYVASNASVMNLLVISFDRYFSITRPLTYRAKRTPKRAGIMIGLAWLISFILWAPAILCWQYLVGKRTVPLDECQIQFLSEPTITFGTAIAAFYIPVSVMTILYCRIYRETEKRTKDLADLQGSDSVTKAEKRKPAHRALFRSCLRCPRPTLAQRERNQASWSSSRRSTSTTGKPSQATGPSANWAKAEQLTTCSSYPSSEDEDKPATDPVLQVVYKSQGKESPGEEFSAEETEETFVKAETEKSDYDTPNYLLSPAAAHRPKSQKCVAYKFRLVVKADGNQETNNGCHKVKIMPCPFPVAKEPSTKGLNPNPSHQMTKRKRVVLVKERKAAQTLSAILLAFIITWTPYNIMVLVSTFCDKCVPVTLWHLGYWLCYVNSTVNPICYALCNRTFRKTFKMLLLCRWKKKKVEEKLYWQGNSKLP
CHRM4 antagonist – CHRM4 antagonism in calcium assay; CHO-hM4 cells, ACh EC80, Fluo-8 calcium fluorescence; inhibition, % at 3 µM; 360,000 compounds, 0.73% hits;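 active = inhibition above its plate's cutoff, the mean inhibition of sample wells plus 3 SD, cut at about 27% in these data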;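 also: 0% = acetylcholine EC80 with DMSO and 100% = DMSO without agonist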
Target sequence (P08173 whole entry, looked up): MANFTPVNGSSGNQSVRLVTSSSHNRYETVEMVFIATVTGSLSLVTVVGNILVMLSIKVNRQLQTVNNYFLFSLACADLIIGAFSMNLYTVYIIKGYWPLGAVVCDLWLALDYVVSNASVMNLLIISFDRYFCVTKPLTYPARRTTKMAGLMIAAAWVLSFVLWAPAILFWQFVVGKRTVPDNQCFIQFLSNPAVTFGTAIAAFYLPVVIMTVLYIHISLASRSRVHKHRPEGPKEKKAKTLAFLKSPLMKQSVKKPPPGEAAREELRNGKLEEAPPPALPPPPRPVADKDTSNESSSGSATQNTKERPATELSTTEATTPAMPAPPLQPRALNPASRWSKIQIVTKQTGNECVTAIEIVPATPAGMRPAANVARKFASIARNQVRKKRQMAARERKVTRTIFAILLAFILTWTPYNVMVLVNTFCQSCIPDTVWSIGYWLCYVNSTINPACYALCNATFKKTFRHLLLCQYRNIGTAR
M5 ag – agonists of human muscarinic M5 receptor (CHRM5) | P08912 | CHO-K1 hM5 cells, Fluo-8 calcium fluorescence; 0% DMSO wells, 100% maximal acetylcholine response | activation, % at 3 µM | 360,000 compounds, 0.19% hits | AID 624037;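 active = activation above the run's mean over test compounds plus 3 SD, cut at about 23% in these data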;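 also: signal is peak over basal fluorescence ratio across the kinetic read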
CHRM1 PAM – positive allosteric modulators of human M1 muscarinic receptor | activation, % at 3 µM | 360,000 compounds, 0.088% hits | P11229 | CHO-K1 hM1, Fluo-8 calcium fluorescence, ACh EC20; 0% = ACh EC20, 100% = maximal ACh; in the data active = activation above about 19%, passing the limit was not always enough
M5 PAM – potentiates acetylcholine response at human M5 receptor | P08912 | CHO-K1 hM5, Fluo-8 calcium, ACh EC20 PAM; 0% = ACh EC20, 100% = ACh EC100 | activation, % at 3 µM | 360,000 compounds, 0.3% hits | AID 624038;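 active = activation above the run cutoff, the mean activation of all test compounds plus 3 SD, cut at about 18% in these data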
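system = human M5 receptor in CHO-K1 cells | reagent = EC20 acetylcholine as agonist stimulus | compound dosing = single-point, 3 µM nominal | incubation = Fluo-8 loading 80 min at 37 °C plus 30 min room temperature | detection = Fluo-8 calcium dye fluorescence, kinetic read | benchmarks = low control EC20 acetylcholine (0%), high control EC100 acetylcholine (100%)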
CRFBP-R2 agonist – CRF-BP/CRF-R2 complex agonism | HEK293 CRF-R2/CRF-BP, calcium dye fluorescence (FLIPR); percent of saturating CRF peptide response | activation, % at 13.2 µM | 350,000 compounds, 0.46% hits;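 active = activation of at least 50%, plus an integration ratio under a set limit after plate pattern correction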;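 also: plate controls were neutral control wells without compound for no effect and CRF at EC100 for full effect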
CRFBP-R2 block – CRF-BP/CRF-R2 complex antagonism; HEK293 CRF-R2/CRF-BP, CRF-induced calcium fluorescence; inhibition, % at 11.8 µM; 350,000 compounds, 0.59% hits;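 active = inhibition of the ligand-induced calcium signal above about 50% at the single tested concentration, limit read from the data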
M4 ag – CHRM4 agonism in calcium assay | P08173 | CHO-K1 hM4/Gqi5, Fluo-8 calcium fluorescence; vehicle 0%, full acetylcholine response 100% | activation, % at 3 µM | 360,000 compounds, 0.14% hits | AID 624127;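 active = activation above the run mean over all test wells plus 3 SD, cut at about 32% in these data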;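 also: peak over basal fluorescence ratio per well then scaled between controls; 0% = DMSO wells and 100% = acetylcholine at EC100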
M4 PAM – positive allosteric modulators of human muscarinic M4 receptor; AID 624126; P08173; 360,000 compounds, 0.4% hits; activation, % at 3 µM; CHO-K1 hM4/Gqi5, Fluo-8 calcium fluorescence, ACh EC20; 0% = ACh EC20, 100% = maximal ACh;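 active = activation above its plate's cutoff, the mean activation of sample wells plus 3 SD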; also: some results filed as inactive read as strong as hits
An asterisk follows results filed as active; / = no result given; & = joins results of further samples.

1	O=C(COC(=O)Cc1ccc(S(=O)(=O)N2CCOCC2)s1)Nc1ccccc1
2	CC(=O)N1CCN(c2ccc(NC(=O)COc3ccc(Cl)cc3Cl)cc2)CC1
3	CCc1ccc2nc(NC(=O)CCCc3cccs3)sc2c1
4	O=C(CCCCCNC(=O)N1CCn2c1nc1ccccc12)N[C@@H](Cc1ccccc1)C(=O)O
5	Cc1cccc(NC(=O)c2cc3ccccc3nc2C)c1
6	CC(=O)Nc1ccc(S(=O)(=O)O)c(OC(C)=O)c1
7	COc1ccc(-n2c(SCC(=O)Nc3cccc(S(N)(=O)=O)c3)nc3ccccc3c2=O)cc1OC
8	CCn1nc(C)cc1C(=O)N1CCCC(Nc2ccc(C(C)C)cc2)C1 (configuration not stated)
assay / compound,1,2,3,4,5,6,7,8
CHRM5 antagonist,4,-1,5,2,0,-6,3,5
M4 PAM,2,-6,-2,3,-6,-1,5,1
CHRM1 PAM,8,1,2,7,4,0,4,9
CHRM4 antagonist,-16,-1,-10,-8,-10,7,-3,3
CRFBP-R2 agonist,9.3,12,1.3,-0.7,5.7,-0.6,-1.3,-13
M4 ag,7,11,1,0,5,1,0,3
CRFBP-R2 block,-22,-31,-31,1,12,3,-1,26
M5 PAM,1,-16,-11,1,5,3,-6,-4
M5 ag,4,-3,0,1,2,7,-1,-3

9	CCc1n[nH]c(=S)n1/N=C/c1ccc2c(c1)OCO2
10	CC(=O)c1c(C)[nH]c(C(=O)CSc2nnc(NC3CC3)s2)c1C
11	O=C(NCCc1ccc(Cl)cc1)c1cccc(NC2=NC3CS(=O)(=O)CC3S2)c1 (configuration not stated)
12	COc1ccc(-c2nnc(C3CCN(S(=O)(=O)c4ccccc4)CC3)o2)cc1
13	Oc1ccc(C=Nc2ccccc2-c2nc3ccccc3[nH]2)c(O)c1
14	Cc1cccc(CSC2=NCCN2C(=O)c2ccc(Br)o2)c1
15	O=C(NCc1cccnc1)c1cnc2sccn2c1=O
16	O=[N+]([O-])c1ccc2nc(-c3ccccc3)cc(-c3ccccc3)c2c1
assay / compound,9,10,11,12,13,14,15,16
CHRM5 antagonist,3,1,-3,2,1,-2,4,-5
M4 PAM,15,2,-4,-4,-1,-1,0,0
CHRM1 PAM,14,-2,-1,-4,5,-1,8,10
CHRM4 antagonist,1,-16,2,-2,3,0,-11,-4
CRFBP-R2 agonist,-0.1,-0.6,0.0,-1.7,-0.7,-1.2,11,1.2
M4 ag,5,12,0,7,1,0,0,1
CRFBP-R2 block,9,5,5,17,-30,0,-7,-11
M5 PAM,-1,-12,-2,-6,-3,-4,-1,-2
M5 ag,2,4,0,2,-2,0,2,0

17	Cc1cc(C)cc(Oc2cc(NC(=O)c3cn(C)nc3C)cc([N+](=O)[O-])c2)c1
18	CC(C)(C)OC(=O)C(Oc1ccccc1[N+](=O)[O-])C(=O)OC(C)(C)C
19	O=C1c2ccccc2C(=O)N1CCOc1ccccc1Br
20	O=C(CSc1ncccn1)Nc1ccc2c(c1)OCO2
21	CC1(C)CC(=O)C=C(Nc2ccccc2C#N)C1
22	Cc1nn(CC(=O)NCCCN2CCCCC2)c(=O)c2cccn12
23	O=S(=O)(c1ccccc1)n1ccc(-c2cnc(-c3ccccc3)s2)n1
24	CC(C)(C)C(=O)Nc1ccc(C(=O)COC(=O)C2=COCCO2)cc1
assay / compound,17,18,19,20,21,22,23,24
CHRM5 antagonist,5,5,13,0,0,-3,-5,0
M4 PAM,1,0,5,-3,2,9,-1,-1
CHRM1 PAM,2,/,10,6,17,20,12,8
CHRM4 antagonist,-8,-2,-10,6,3,-2,5,0
CRFBP-R2 agonist,0.9,/,-0.6,-1.3,-2.7,-1.2,-1.3,0.3
M4 ag,0,3,2,0,0,1,0,2
CRFBP-R2 block,7,/,10,0,1,-11,14,-13
M5 PAM,-4,-8,2,10,9,8,-4,-2
M5 ag,1,-2,-4,-1,3,-2,-9,4

25	COc1cccc2c(=O)c3c([nH]c12)OC(C)(C)C3
26	CCc1ccc(NC(=S)N(Cc2cccc(Br)c2)CC2CCC(C(=O)O)CC2)cc1 (configuration not stated)
27	O=C(OCc1csc(-c2ccccc2)n1)c1ccc(O)cc1
28	COC(=O)CNC(=O)C1CCN(c2nc(C)cc(C)n2)CC1
29	O=C(CC(c1ccccc1)c1ccccc1)Nc1ncn[nH]1
30	O=C(N/N=C\c1cccs1)c1sccc1-n1cccc1
31	COc1ccc(-c2nnn(CC(=O)OC3CCCCC3)n2)cc1OC
32	CCc1nnc(NC(=O)c2ccc(NS(=O)(=O)c3ccccc3)cc2)s1
assay / compound,25,26,27,28,29,30,31,32
CHRM5 antagonist,12,0,2,-1,1,6,5,4
M4 PAM,-3,3,1,8,-1,2,-9,5
CHRM1 PAM,4,5,4,9,15,9,-1,9
CHRM4 antagonist,-8,-3,-2,4,3,4,-5,4
CRFBP-R2 agonist,-0.6,-0.5,-3.7,0.2,1.7,-0.8,0.6,-1.1
M4 ag,-1,1,4,1,1,0,9,-1
CRFBP-R2 block,11,10,-4,13,-2,-6,3,-23
M5 PAM,-3,4,-2,3,-3,0,-11,1
M5 ag,-2,-2,5,-1,-1,-1,3,5

Compounds listed so far that have a thiophene ring, fused or not:
1	O=C(COC(=O)Cc1ccc(S(=O)(=O)N2CCOCC2)s1)Nc1ccccc1
3	CCc1ccc2nc(NC(=O)CCCc3cccs3)sc2c1
30	O=C(N/N=C\c1cccs1)c1sccc1-n1cccc1
assay / compound,1,3,30
CHRM5 antagonist,4,5,6
M4 PAM,2,-2,2
CHRM1 PAM,8,2,9
CHRM4 antagonist,-16,-10,4
CRFBP-R2 agonist,9.3,1.3,-0.8
M4 ag,7,1,0
CRFBP-R2 block,-22,-31,-6
M5 PAM,1,-11,0
M5 ag,4,0,-1

Next records follow.
33	N#CCCN(C(=O)COc1ccc(F)cc1Br)c1ccccc1F
34	CC(C)=CCC/C(C)=C/CC/C(C)=C/CC/C(C)=C/CC1=C(C)C(=O)c2ccccc2C1=O
35	Cc1sc2ncnc(SCC(=O)NC3CC3)c2c1C
36	O=C(NCCN1C(=O)S/C(=C\c2cccnc2)C1=O)c1ccc(S(=O)(=O)N2CCCC2)cc1
37	O=C(CSc1ccsc1[N+](=O)[O-])NCc1ccccc1
38	O=C(CCNC(=O)c1ccc([N+](=O)[O-])cc1)Nc1nc2ccccc2[nH]1
39	Cc1ccc(S(=O)(=O)Nc2ccc3c(c2)CC(=O)N([C@H](C)CO)C[C@@H](C)[C@H](CN(C)S(=O)(=O)c2ccccc2)O3)cc1
40	Cc1cc(C)cc(C(=O)NCC(=O)OCC(=O)N(C)c2ccccc2)c1
assay / compound,33,34,35,36,37,38,39,40
CHRM5 antagonist,7,4,-7,1,13,11,10,7
M4 PAM,-8,-12,13,-15,-9,7,-21,-4
CHRM1 PAM,5,-10,0,-3,0,6,-1,-3
CHRM4 antagonist,4,22,-19,5,6,-5,33*,5
CRFBP-R2 agonist,-1.6,3.1,-6.0,0.3,-0.5,0.1,0.8,-6.6
M4 ag,3,2,3,4,0,1,-1,2
CRFBP-R2 block,-3,6,0,2,4,7,-1,22
M5 PAM,-2,-8,1,2,-7,-5,-1,-2
M5 ag,-4,0,0,-3,-4,-1,-2,5

Some of the entries so far, with values under each structure.
Order of values: CHRM5 antagonist	M4 PAM	CHRM1 PAM	CHRM4 antagonist	CRFBP-R2 agonist	M4 ag	CRFBP-R2 block	M5 PAM	M5 ag
34) CC(C)=CCC/C(C)=C/CC/C(C)=C/CC/C(C)=C/CC1=C(C)C(=O)c2ccccc2C1=O
  4	-12	-10	22	3.1	2	6	-8	0
35) Cc1sc2ncnc(SCC(=O)NC3CC3)c2c1C
  -7	13	0	-19	-6.0	3	0	1	0

Next part:
41	O=C(Nc1cccnc1)c1ccc(COCC(F)(F)F)cc1
42	CCN(C(=O)CCCC(=O)N(CC)c1ccccc1)c1ccccc1
43	NC(=O)NC(CC(=O)Nc1cccnc1)c1cccc(Br)c1 (configuration not stated)
44	CCOc1ccc(-n2cc(C(=O)N3CCCCCC3)c3cc(OC)c(OC)cc3c2=O)cc1
45	COc1cc(OC)c2c(C)cc(=O)oc2c1C(CCN1CCOCC1)c1ccc2c(c1)OCO2 (configuration not stated)
46	CC(C)CNC(=O)COC(=O)c1ccc([N+](=O)[O-])cc1Cl
47	Cc1cc(N2C(=O)C(O)=C(C(=O)c3ccc(C)o3)C2c2cccc(Oc3ccccc3)c2)no1 (configuration not stated)
48	COc1ccccc1N1CC(C(=O)Nc2nnc(SCc3ccccn3)s2)CC1=O (configuration not stated)
assay / compound,41,42,43,44,45,46,47,48
CHRM5 antagonist,0,5,9,-12,6,0,1,2
M4 PAM,1,0,6,3,2,-1,0,-2
CHRM1 PAM,1,4,-4,7,8,1,8,-3
CHRM4 antagonist,3,2,-4,-12,0,4,-7,-1
CRFBP-R2 agonist,-2.2,2.1,-0.7,-5.2,-2.8,-0.4,1.2,0.2
M4 ag,1,1,0,2,2,0,0,1
CRFBP-R2 block,-8,11,35,32,-5,5,3,3
M5 PAM,3,-2,-3,11,3,0,-3,-3
M5 ag,-1,-1,-3,-8,-2,1,0,-1

Complete entries, quoted from the list:
`COc1cc(OC)c2c(C)cc(=O)oc2c1C(CCN1CCOCC1)c1ccc2c(c1)OCO2` (configuration not stated) is listed with CHRM5 antagonist: 6; M4 PAM: 2; CHRM1 PAM: 8; CHRM4 antagonist: 0; CRFBP-R2 agonist: -2.8; M4 ag: 2; CRFBP-R2 block: -5; M5 PAM: 3; M5 ag: -2
`CC(C)CNC(=O)COC(=O)c1ccc([N+](=O)[O-])cc1Cl` is listed with CHRM5 antagonist: 0; M4 PAM: -1; CHRM1 PAM: 1; CHRM4 antagonist: 4; CRFBP-R2 agonist: -0.4; M4 ag: 0; CRFBP-R2 block: 5; M5 PAM: 0; M5 ag: 1

(more compounds)
49	Cc1ccc(Sc2ccc(S(=O)(=O)Nc3ccc(CC(=O)O)cc3)cc2)cc1C
50	COc1cc(NS(=O)(=O)c2ccc(NC(=O)c3cccnc3)cc2)ncn1
51	CC1CCN(C(=S)NCCc2ccccc2)CC1
52	Cc1ccc(Oc2cc(NN3CCCCC3)c([N+](=O)[O-])cc2[N+](=O)[O-])c(Cl)c1
53	CCCn1c(CCc2ccccc2)nnc1SCC(=O)N1CCOCC1
54	Cc1ccc(S(=O)(=O)NC2CCCCC2)c(C)c1NS(C)(=O)=O
55	COc1ccc(NC(=O)CSc2cccc3cccnc23)c(OC)c1
56	Cc1ccc(-c2csc3nc4c5ccccc5c(NCCCN(C)C)nn4c(=O)c23)cc1
57	CC(C)CC(NC(=O)c1ccccc1NC(=O)c1ccccc1)C(=O)O (configuration not stated)
58	CCc1nn2c(N)c(/C=C3\C=Nc4ccccc43)c(=O)nc2s1
assay / compound,49,50,51,52,53,54,55,56,57,58
CHRM5 antagonist,10,-7,1,3,1,2,2,11,-4,8&-1
M4 PAM,4,10,-4,2,4,2,2,-22,19,1&0
CHRM1 PAM,0,7,-1,7,2,5,10,-15,16,-1&4
CHRM4 antagonist,2,-27,3,-2,-2,-4,2,13,-11,-9&-31
CRFBP-R2 agonist,-3.0,0.1,0.0,0.0,1.5,-2.7,-6.0,4.1,5.5,-1.8&0.3
M4 ag,-1,1,-1,1,1,2,3,6,1,8&11
CRFBP-R2 block,2,3,6,0,-12,0,18,-42,-8,-7&-15
M5 PAM,0,5,1,2,-2,5,-6,-9,11,-3&-14
M5 ag,-4,-4,-4,2,-1,-2,-4,-11,0,-2&-2
